FXN GAA850 act = increases GAA850 frataxin promoter reporter activity | HEK293 lucGAA850 FXN promoter luciferase reporter, 24 h; percent of 10 µM SAHA response | 360,000 tested, 0.56% active | AID 540364 | activation, % at 6 µM;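 active means activation above the average of all compounds screened plus 3 SD, cutoff fixed separately per campaign, cut at about 7.5% in these data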;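 further: 0% = DMSO wells and 100% = 10 µM SAHA wells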
hcDAF12 agonist = activates DAF-12 receptor from parasite H. contortus | HEK293 hcDAF-12 lit1-tk-luc reporter, luminescence; 0% DMSO, 100% Δ7-dafachronic acid | activation, % at 6.8 µM | 370,000 tested, 1.4% active | AID 652067;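 active means activation above the mean of all tested compounds plus 3 SD, cut at about 5.5% in these data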;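 further: 100% = response to 3 µM Δ7-dafachronic acid high control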
DAX1 inh-1 = blocks DAX1 repression of SF-1 activated StAR promoter; HEK293T StAR-luciferase reporter, SF-1/DAX-1 repression relief; inhibition, % at 6.8 µM; 370,000 tested, 1.1% active; AID 652010;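 active means inhibition above the mean over all tested compounds plus 3 SD, cut at about 3.6% in these data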;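 further: 0% = DAX-1 cells with DMSO and 100% = cells lacking DAX-1 with DMSO; higher inhibition means more luminescence from relief of DAX-1 repression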
sPLA2-III inh = Blocks human group III sPLA2 activity | QFRET BODIPY PC-A2 liposome hydrolysis, fluorescence | Q9NZ20 | 370,000 tested, 0.56% active | inhibition, % at 12.2 µM;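 active means inhibition above mean plus 3 SD of compounds lying within the high and low control bounds, cut at about 19% in these data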;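 further: 0% = median of test compound wells and 100% = no enzyme DMSO wells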
Target sequence (Q9NZ20 whole entry, looked up): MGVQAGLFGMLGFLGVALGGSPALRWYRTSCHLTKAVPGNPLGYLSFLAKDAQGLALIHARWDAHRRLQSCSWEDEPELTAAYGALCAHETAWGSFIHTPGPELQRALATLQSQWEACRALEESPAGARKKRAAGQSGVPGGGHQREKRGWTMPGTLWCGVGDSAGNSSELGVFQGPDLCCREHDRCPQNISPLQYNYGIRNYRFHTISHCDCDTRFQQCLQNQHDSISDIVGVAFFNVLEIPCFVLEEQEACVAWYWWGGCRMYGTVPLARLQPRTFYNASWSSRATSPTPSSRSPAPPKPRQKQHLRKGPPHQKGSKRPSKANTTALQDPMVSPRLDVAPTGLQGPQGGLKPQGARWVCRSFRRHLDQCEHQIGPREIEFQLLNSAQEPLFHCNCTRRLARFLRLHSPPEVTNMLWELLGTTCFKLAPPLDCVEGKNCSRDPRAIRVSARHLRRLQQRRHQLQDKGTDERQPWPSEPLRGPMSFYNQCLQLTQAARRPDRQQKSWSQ
GC-A act = GC-A (human) enzyme activation; P16066; HEK293 GC-A cells, cGMP TR-FRET, EC30 ANP; 0% at EC30 ANP, 100% saturating ANP; activation, % at 10 µM; 370,000 tested, 0.14% active; AID 1671463; in the data active means activation above about 40%
DAX1 inh-2 = inhibitors of human orphan nuclear receptor DAX1 (NR0B1). HEK293 Gal4-DAX1 luciferase reporter, luminescence. 340,000 tested, 0.99% active. AID 504766. inhibition, % at 6.75 µM. P51843;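 active means inhibition above the mean over all tested compounds plus 3 SD, cut at about 4.2% in these data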;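 further: 0% = DAX1-transfected cells with DMSO and 100% = empty-vector control cells with DMSO; inhibition shows as a rise in luminescence from relieved DAX1 repression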
hgDAF12 agonist = agonists of H. glycines DAF-12 nuclear receptor. 370,000 tested, 1.8% active. AID 687014. activation, % at 6.8 µM. HEK293 GAL4-hgDAF12 UAS-luciferase reporter, agonist luminescence; normalized to butyrate control;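 active means activation above a cutoff set at the mean of all screened compounds plus 3 SD, cut at about 10% in these data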;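 further: 0% = DMSO wells and 100% = sodium butyrate wells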
NPR2 activator = GC-B (human) receptor activation; P20594; AID 1920062; activation, % at 10 µM; HEK293-GC-B cells, CNP EC30, cGMP TR-FRET; 0% at EC30 CNP, 100% saturating CNP; 370,000 tested, 0.11% active;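 active means activation at 10 µM reaching about 35% in either raw or pattern-adjusted values, limit read from the data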
SMARCA2 act = SMARCA2 function activation, primary screen; 370,000 tested, 1% active; activation, % at 9.1 µM; MG213 cells, MMTV-luciferase reporter, dexamethasone, overnight; in the data active means activation above about 7.8%;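 further: 0% = vehicle wells and 100% = reference activator wells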
KLK7 zymogen act = activates the human kallikrein-7 zymogen; P49862; purified proKLK7, EDANS-DABCYL substrate fluorescence; 100% is mature enzyme control, 0% vehicle; activation, % at 7 µM; 370,000 tested, 0.9% active;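 active means activation above the mean of all tested compounds plus 3 SD, computed per campaign excluding outliers beyond control limits, cut at about 13% in these data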
Target sequence (P49862 whole entry, looked up): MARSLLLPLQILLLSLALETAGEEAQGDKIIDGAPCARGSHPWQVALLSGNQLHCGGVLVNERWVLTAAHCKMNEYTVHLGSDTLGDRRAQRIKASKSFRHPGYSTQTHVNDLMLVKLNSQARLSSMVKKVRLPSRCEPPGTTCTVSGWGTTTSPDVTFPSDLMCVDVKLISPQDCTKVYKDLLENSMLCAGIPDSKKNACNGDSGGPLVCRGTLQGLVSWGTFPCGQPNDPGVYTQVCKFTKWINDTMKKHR
ssDAF-12 act = activates DAF-12 receptor from parasite S. stercoralis; 370,000 tested, 1% active; AID 652126; activation, % at 6.8 µM; HEK293 ssDAF-12/GRIP1 lit1-tk-luc reporter, luminescence; % of 3 µM dafachronic acid response;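 active means activation above the mean over all tested compounds plus 3 SD, cut at about 0.9% in these data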;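 further: 0% = DMSO-only wells and 100% = 3 µM delta7-dafachronic acid wells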
* hit, by the source's call; . = no result given.

No.	mol	hgDAF12 agonist	GC-A act	FXN GAA850 act	DAX1 inh-2	hcDAF12 agonist	SMARCA2 act	sPLA2-III inh	KLK7 zymogen act	NPR2 activator	DAX1 inh-1	ssDAF-12 act
1	O=c1cc[nH]c2cccc(Cc3ccccc3)c12	-1.1	2	1.7	0.3	-1.8	-3	6	-0.7	3	-0.5	-0.8
2	CC(=O)Nc1nc(COc2ccccc2)cs1	13*	3	5.7	0.9	1.8	0	-1	-0.5	2	1.7	-0.8
3	COc1ccc(NC(=O)CSCc2cc(=O)n3c(C)csc3n2)cc1	0.7	1	-3.1	-0.3	-0.3	-2	9	0.2	2	-0.8	-1.0
4	CCCn1c(N)c(C(=O)CSc2nnc(C3CC3)n2-c2ccccc2)c(=O)[nH]c1=O	0.0	0	0.8	0.7	0.8	-2	10	-0.1	3	-0.6	-1.2
5	COc1ccc2nc(SC)cc(C)c2c1	0.9	-4	-0.1	2.3	-1.0	7	-4	-0.6	0	0.5	0.2
6	Cc1nc2nc(-c3cccs3)cn2nc1C	8.3	2	3.2	-0.4	3.4	10*	1	68*	-1	2.9	0.2
7	CCn1c(-c2nn(-c3ccc(C)cc3)ccc2=O)n[nH]c1=S	-2.8	0	0.8	2.9	1.2	0	9	0.2	4	-0.3	-1.6
8	CCn1c(O)c(C=NCCN2CCOCC2)sc1=S	-0.2	7	-2.0	2.2	0.9	1	0	0.0	6	-0.1	-0.6
9	COc1ccc(NC(=O)Cn2c(=O)cnc3ccccc32)cc1S(=O)(=O)N1CCCCC1	-1.0	-1	0.7	-1.0	0.0	0	-14	-0.2	-6	-0.7	-1.6
10	COc1ccc(NC(=O)CSc2nc(=O)n(CCN3CCOCC3)c3c2CCC3)cc1	0.9	-3	-1.1	1.6	-0.7	2	-1	-1.0	-10	-0.1	-1.4
11	O=CN/N=C/c1c(O)ccc2ccccc12	1.3	-4	0.3	-1.4	-2.2	-5	-2	-0.6	-2	-1.2	-1.3
12	COc1cccc(NC(=O)Nc2nccc(C)n2)c1	13*	2	1.8	-1.7	8.1*	5	-1	0.0	-8	5.0*	-0.2
13	O=C(N/N=C/c1cccnc1)c1ccc([N+](=O)[O-])cc1	1.5	-12	-4.7	-0.6	-1.2	-3	12	-0.1	-13	-0.9	-1.0
14	Cc1ccc(C)c(NC(=O)CN(C)C(=O)CSCc2c(C)noc2C)c1	-2.7	2	-1.7	1.4	-2.4	-2	7	-0.1	3	-0.6	-0.4
15	COc1ccccc1N1CCN(C(=O)c2cccc(N3C(=O)C4C5C=CC(C5)C4C3=O)c2)CC1 (configuration not stated)	-0.5	-2	0.8	0.4	-0.3	-1	-5	0.6	-4	0.1	-1.1
16	COc1ccc(/C=N/NS(C)(=O)=O)c(OC)c1	1.8	1	1.4	-0.6	-0.6	-1	1	0.6	2	-0.4	-0.3
17	COc1cccc(C(=O)OCn2nnc3ccccc3c2=O)c1OC	2.7	3	-0.2	1.6	0.8	-1	6	0.2	-3	0.2	-1.0
18	Cc1cccc(C(CC(=O)NCCc2ccccc2)c2ccccc2)c1O (configuration not stated)	1.0	-23	2.0	-0.2	-0.6	-2	-12	-0.3	-10	-1.4	-1.6
19	COc1ccc(NC(=O)NC2CCN(C(C)C)CC2)c(OC)c1	-1.3	1	0.1	0.1	-0.4	-3	-2	-0.7	-1	-0.1	-1.6
20	CCOC(=O)c1[nH]c(=O)[nH]c1CNc1ccccc1C#N	1.6	7	0.3	2.9	-2.2	0	4	0.4	1	-0.5	-0.9
21	O=C(Nc1ccc(OC(F)F)c(Cl)c1)[C@@H]1CCCN1C(=O)c1cccs1	2.3	-1	1.4	-0.3	-1.3	-3	6	0.2	-2	-0.1	0.0
22	CCNc1ccc([N+](=O)[O-])cc1	2.2	-6	-1.6	4.1	-0.2	5	-4	-0.1	2	-0.1	-1.5
23	Fc1cccc(CSc2ccc(-c3ccco3)nn2)c1	8.9	-3	4.7	2.1	-0.8	15*	-7	-0.8	-2	0.2	-0.5
24	COc1ccc(NC(=O)COC(=O)COc2ccc(Br)cc2)cc1	1.5	6	-0.1	0.1	1.2	-2	1	-0.1	-2	1.4	-0.2
25	O=C(CCC(=O)c1ccccc1)Nc1ccc(C(=O)O)cc1	-0.4	2	1.2	0.3	3.5	-1	0	-0.2	7	-0.9	0.1
26	Cc1ccccc1N(CC(=O)NCc1ccco1)C(=O)CCC(=O)Nc1nccs1	-3.6	-2	0.2	-0.5	0.2	-2	-2	0.5	-9	-0.5	-1.0
27	OCCNc1nc(N2CCN(c3ccccc3)CC2)nc2ccccc12	-1.7	9	-0.2	-1.1	-2.2	2	-2	-0.2	-1	-0.4	-1.0
28	COC(=O)[C@H](Cc1ccccc1)NC(=O)NCCc1ccccc1F	0.5	1	0.0	0.6	1.8	-4	1	-0.1	3	-0.2	-1.4
29	COc1ccc(N(C)S(=O)(=O)c2c(C)noc2C)c(OC)c1	1.7	2	2.5	0.4	-2.0	4	-1	-0.2	-3	-0.5	-1.8
30	Cc1ccccc1NC(=O)CN1C(=O)NC2(CCCCCCC2)C1=O	-0.7	0	-0.4	0.5	0.2	-3	5	0.0	3	1.4	-1.1
31	COc1ccc([C@H]2CC(=O)C=C(/C=C/c3ccc(C(F)(F)F)cc3)C2)cc1	0.4	-1	1.0	0.5	-2.0	2	5	0.2	-2	0.1	-0.9
32	CC1CCCC(C)N1CCCNC(=O)c1ccc2nc(N3CCCCC3)sc2c1 (configuration not stated)	8.7	3	4.3	2.4	2.0	18*	-2	-0.7	0	3.8*	-0.6
33	C=Cc1ccc(Cn2c(C)c(C(=O)NCc3cccc([N+](=O)[O-])c3)sc2=O)cc1	-1.7	-3	0.1	.	-1.2	-1	-11	0.2	-7	-1.1	-1.2
34	Cc1ccc(S(=O)(=O)n2cnc3ccccc32)cc1	1.8	6	3.5	0.0	-0.9	0	-4	0.3	3	-0.1	-0.9
35	N#CC1(CCCN2CCCCC2)c2ccccc2CCc2ccccc21	-0.8	-38	-2.4	3.0	-1.0	-3	2	0.4	-16	0.3	-2.1
36	CC(C)(C)c1cc(NC(=O)COC(=O)C2CC2)n(-c2ccccc2)n1	-1.4	1	0.0	1.0	-1.1	-2	-3	0.6	2	-0.3	-1.0
37	N#Cc1c(NC(=O)/C=C/c2ccco2)sc2c1CCCC2	6.1	-3	3.9	2.2	6.2*	4	2	-159	-9	5.1*	0.7
38	COc1cccc(CN(C)Cc2nc3cc(C(F)(F)F)ccc3c(=O)[nH]2)c1	-0.5	-6	1.7	1.6	-2.0	0	1	-0.1	-6	0.2	-2.7
39	COc1ccccc1C(=O)Nc1c(C(=O)N(CCN(C)C)Cc2ccco2)oc2ccccc12	0.5	-11	-3.1	-0.7	-3.1	-3	-19	-0.6	-5	0.0	-1.1
40	c1ccc(-n2c(-c3cccs3)nc3nc4ccccc4nc32)cc1	1.2	-3	2.1	0.1	2.5	-1	14	-5.0	0	0.5	-0.5
41	O=C(NCCCNc1ccc(C(F)(F)F)cc1[N+](=O)[O-])c1cc(F)c(F)cc1Cl	-0.7	-2	1.6	0.1	-0.2	-1	14	0.1	-6	0.0	-0.9
42	COc1ccc(CCNC(=O)CS(=O)Cc2nc(-c3ccccc3Cl)oc2C)cc1OC (configuration not stated)	0.1	-1	-0.3	-1.3	-1.0	0	4	0.2	6	-0.4	-1.2
43	Oc1ccc(N2CCN(C(=S)NCCc3ccccc3)CC2)cc1	-4.3	-2	3.6	-3.1	-1.1	-2	-9	0.5	-12	-1.4	-1.0
44	CCOC(=O)c1sc(=S)n(-c2ccc(OC)cc2)c1C	-1.1	3	0.3	.	-0.3	-4	15	0.3	6	-0.4	-0.4
45	Cc1nc(SCC(O)CCl)c([N+](=O)[O-])[nH]1 (configuration not stated)	0.8	-8	-0.3	-0.3	0.6	-1	10	0.6	-1	0.1	-0.9
46	O=C(COC(=O)/C=C/c1ccc(F)cc1)NC1CCCC1	0.1	2	0.4	1.1	-0.3	-1	2	0.2	-3	1.5	-0.9
47	C[C@@H]1CN(S(=O)C(C)(C)C)[C@H](CCO)/C1=C\c1ccccc1 (some centres not stated)	0.6	-1	-3.2	2.2	0.5	-3	1	-1.1	0	-0.9	0.1
48	Cc1ccc(C)c(NC(=S)N(Cc2ccco2)C(C)c2cccs2)c1 (configuration not stated)	-0.6	1	1.3	2.8	0.5	2	1	-0.2	-2	0.9	-1.5
49	CN(CC(=O)NCCc1ccc(S(N)(=O)=O)cc1)c1ccccc1	1.1	1	-0.1	1.4	0.0	1	7	-0.4	-1	0.0	-1.1
50	COc1ccccc1CNS(=O)(=O)c1c(C(=O)N2CCCCC2)c(C)n(C)c1C	1.3	2	1.1	0.3	-1.4	5	0	0.3	2	0.3	-0.2
51	COc1ccccc1CNC(=O)CCNS(=O)(=O)c1cccc2nonc12	1.3	2	0.2	-0.2	1.4	-1	0	-0.1	3	-0.3	-1.0
52	Nc1ccccc1C(=O)NC(=O)Nc1ccc(Oc2ncc(Br)cn2)c(Cl)c1	-2.0	-3	0.5	3.5	-1.0	-3	2	-5.5	0	0.2	-0.1

Some of these compounds in order of their number in DAX1 inh-1, highest first.
item | Compound | GC-A act | DAX1 inh-2 | hcDAF12 agonist | SMARCA2 act | sPLA2-III inh | KLK7 zymogen act | NPR2 activator | DAX1 inh-1 | ssDAF-12 act
30 | Cc1ccccc1NC(=O)CN1C(=O)NC2(CCCCCCC2)C1=O | 0 | 0.5 | 0.2 | -3 | 5 | 0.0 | 3 | 1.4 | -1.1
41 | O=C(NCCCNc1ccc(C(F)(F)F)cc1[N+](=O)[O-])c1cc(F)c(F)cc1Cl | -2 | 0.1 | -0.2 | -1 | 14 | 0.1 | -6 | 0.0 | -0.9
36 | CC(C)(C)c1cc(NC(=O)COC(=O)C2CC2)n(-c2ccccc2)n1 | 1 | 1.0 | -1.1 | -2 | -3 | 0.6 | 2 | -0.3 | -1.0

High-throughput results from PubChem.
